Mtb UGM inh: M. tuberculosis UGM enzyme inhibitors, primary screen, biochemical, fluorescence polarization, single point; UDP-galactopyranose mutase (Mycobacterium tuberculosis (strain ATCC 25618 / H37Rv)), …; purified UGM, fluorescence polarization probe displacement; inhibition, % at 10 µM; 320,000 compounds, 0.06% hits; AID 504406, 2011; in the data active = inhibition above about 10%, passing the limit was not always enough; inconclusive = no clear call, values can overlap the other calls
BoNT F protease: BoNT/F light chain protease inhibitors, primary screen, biochemical, flow cytometry, MLPCN library; Botulinum neurotoxin type F light chain protease (Clostridium botulinum); Multiplex microsphere protease cleavage assay; inhibition, % at 10 µM; 360,000 compounds, 0.22% hits; AID 588497, 2011; in the data active = inhibition above about 35%, passing the limit was not always enough; inconclusive = no clear call, values can overlap the other calls; also: plate controls were buffer without enzyme for full effect and enzyme alone for no effect
Rv3671c inh: Rv3671c serine protease inhibitors, primary screen, biochemical, fluorescence polarization, M. tuberculosis H37Rv. P9WHR9. inhibition, % at 5.96 µM. 320,000 compounds, 0.048% hits; in the data active = inhibition above about 38%;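 also: extracellular domain of Rv3671c used as enzyme; 0% = enzyme with DMSO and 100% = no enzyme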
Target sequence (P9WHR9 whole entry, looked up, the tested form may be a part): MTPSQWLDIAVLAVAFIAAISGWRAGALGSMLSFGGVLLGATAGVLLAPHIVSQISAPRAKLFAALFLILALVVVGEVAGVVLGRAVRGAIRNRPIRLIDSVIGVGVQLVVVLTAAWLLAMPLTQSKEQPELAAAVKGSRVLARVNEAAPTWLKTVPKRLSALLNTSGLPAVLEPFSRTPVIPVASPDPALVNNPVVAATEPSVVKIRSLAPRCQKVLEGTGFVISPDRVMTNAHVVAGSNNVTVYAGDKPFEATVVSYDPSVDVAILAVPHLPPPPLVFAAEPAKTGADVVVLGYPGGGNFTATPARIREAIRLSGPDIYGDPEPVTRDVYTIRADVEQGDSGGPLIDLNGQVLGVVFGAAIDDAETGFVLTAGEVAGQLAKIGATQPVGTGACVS
FadD28 FP inh: inhibitors of FadD28 bisubstrate probe binding, primary screen, biochemical, fluorescence polarization, single point | Mycobacterium tuberculosis FadD28 fatty-acid-AMP ligase | inhibition, % at 12.5 µM | 360,000 compounds, 0.22% hits; in the data active = inhibition above about 8.5%, passing the limit was not always enough; inconclusive = no clear call, values can overlap the other calls
DUSP3 inh: VHR1 phosphatase inhibitors, primary screen, biochemical, absorbance, uHTS; Dual specificity protein phosphatase 3 (Homo sapiens), P51452; recombinant VHR phosphatase, pNPP absorbance; inhibition, % at 13.3 µM; 290,000 compounds, 0.52% hits; in the data active = inhibition above about 50%; also: some compounds called inactive have numbers as strong as hits
Target sequence (P51452 whole entry, looked up): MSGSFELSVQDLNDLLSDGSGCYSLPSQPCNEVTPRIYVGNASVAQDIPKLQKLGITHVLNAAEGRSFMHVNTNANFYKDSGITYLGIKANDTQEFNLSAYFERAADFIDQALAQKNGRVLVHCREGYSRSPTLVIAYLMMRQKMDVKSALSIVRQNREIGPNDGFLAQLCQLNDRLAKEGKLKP
GDH-TPI inh: GDH-TPI coupling enzyme inhibitors, primary screen, artefact control for M. tuberculosis FBA inhibitor project, biochemical, absorbance, full deck | GDH-TPI coupled enzyme counterscreen, NADH absorbance | inhibition, % at 4.8 µM | 360,000 compounds, 1.2% hits | AID 588335, 2011;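 also: 0% = DMSO wells and 100% = wells lacking the enzyme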
Mtb BioA inh: M. tuberculosis BioA enzyme inhibitors, primary screen, biochemical, plate reader, single point, HTS; purified M. tuberculosis BioA enzyme; inhibition, % at 9.99 µM; 360,000 compounds, 0.096% hits; AID 602481, 2012; in the data active = inhibition above about 40%; inconclusive = no clear call, values can overlap the other calls
CCHFV vOTU inh: CCHFV vOTU protease inhibitors, primary screen, biochemical, Pep-AMC substrate, fluorescence | 370,000 compounds, 0.55% hits | inhibition, % at 11.5 µM | AID 651958, 2012; also: 0% = vehicle wells with enzyme and 100% = no enzyme wells
MazEF act: activators of E. coli MazEF toxin-antitoxin RNase, primary screen, biochemical, fluorescence, uHTS; FAM/BHQ RNA-DNA oligo cleavage fluorescence, 5 h; activation, % at 20 µM; 350,000 compounds, 0.32% hits; Endoribonuclease toxin MazF (Escherichia coli (strain K12)), P0AE70; in the data active = activation above about 50%
Target sequence (P0AE70 whole entry, looked up): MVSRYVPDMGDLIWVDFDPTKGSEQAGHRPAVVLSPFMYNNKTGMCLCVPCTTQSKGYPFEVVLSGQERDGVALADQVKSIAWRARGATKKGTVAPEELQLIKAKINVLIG
Mtb FBA inh: Mtb FBA enzyme inhibitors, primary screen, biochemical, fluorescence, strain H37Rv; purified M. tuberculosis FBA, fluorescence read-out; 360,000 compounds, 2.3% hits; inhibition, % at 1 µM; AID 588726, 2011; Fructose-bisphosphate aldolase (Mycobacterium tuberculosis (strain ATCC 25618 / H37Rv)), …; in the data active = inhibition above about 27%;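 also: 0% = vehicle and 100% = reference inhibitor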
Target sequence (P9WQA3 whole entry, looked up): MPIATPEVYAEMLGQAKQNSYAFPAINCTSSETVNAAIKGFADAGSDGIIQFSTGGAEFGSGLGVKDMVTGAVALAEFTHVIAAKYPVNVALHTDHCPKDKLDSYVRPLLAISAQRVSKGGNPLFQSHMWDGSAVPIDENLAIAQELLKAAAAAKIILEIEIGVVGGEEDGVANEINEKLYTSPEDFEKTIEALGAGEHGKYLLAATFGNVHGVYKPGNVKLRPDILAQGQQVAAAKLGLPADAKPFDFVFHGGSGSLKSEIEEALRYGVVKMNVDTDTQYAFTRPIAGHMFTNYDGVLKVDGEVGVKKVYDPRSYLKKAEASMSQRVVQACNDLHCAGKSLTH
Numbers without * were called inactive; ? = inconclusive; · = no result given; & = joins results of further samples. Rule as the data show it, unless noted: active = inhibition above about 30%; inactive = the rest.

SMILES	Mtb UGM inh	BoNT F protease	Rv3671c inh	FadD28 FP inh	DUSP3 inh	GDH-TPI inh	Mtb BioA inh	CCHFV vOTU inh	MazEF act	Mtb FBA inh
Nc1nc(SCC(=O)NNc2c(Cl)cc(Cl)cc2Cl)n[nH]1	-0.4	-0.4	7.3	-3.3	2.9	-5.5	·	5.8	8.8	-5.8
O=C(N/N=C/c1cc([N+](=O)[O-])ccc1O)c1cc(-c2ccccc2)nc2ccccc12	0.1	-4.0	3.9	-0.8	-0.2	4.3	·	-5.5	1.6	1.0
CC1(C)NC(=O)N(CC(=O)O)C1=O	0.7	-3.9	-4.4	-0.5	7.3	12.1	-0.8	6.5	-1.4	-1.7
CCOc1ccc(CCNC(=O)COC(=O)Cn2nc(C)c([N+](=O)[O-])c2C)cc1OCC	·	-0.9	13.2	0.0	·	2.1	-2.7	5.6	-1.3	0.9
CCOC(=O)c1sc(NC(=O)C(C)C)c(C#N)c1C	2.6	0.3	2.2	-3.5	24.5	0.0	·	2.5	-5.0	-1.3
O=C(NCc1ccccc1)c1ccc(CS(=O)Cc2cccc(Cl)c2)o1 (stereo not drawn)	·	3.8	·	-0.9	·	-7.1	1.5	-8.0	9.0	0.7
CCOc1ccc(C(=O)Nc2ccc(-c3nc4ccccc4[nH]3)cc2)cc1[N+](=O)[O-]	0.7	5.8	-36.0	-0.2	1.2	29.8	·	-0.2	19.4	5.1
CCn1cnc2cc([N+](=O)[O-])ccc21	0.7	1.4	-0.4	-0.4	19.7	10.7	-2.6	9.9	1.7	-0.6
O=C1CC(=O)N(CCc2ccc(F)cc2)C(=O)N1	0.5	-1.6	0.0	0.8	-7.4	3.9	-1.0	11.5	-12.4	0.4
Cc1ccc(S(=O)(=O)N(C)C[C@@H]2Oc3c(NC(=O)C4CC4)cccc3C(=O)N([C@@H](C)CO)C[C@@H]2C)cc1	-2.2	1.4	2.5	-0.3	·	-12.5	-0.5&1.2	0.3	-4.8	-0.1
Cc1c(C(=O)NC(C)C)oc2c1-c1[nH]ncc1CC2	-1.7	-8.3	-8.3	-2.0	5.0	-9.4	0.2	1.9	8.5	7.7
CCOc1ccc(NC(=O)Nc2cc(C)ccc2F)cc1	0.3	2.5	-5.9	-0.2	18.1	10.8	-0.1	1.4	8.1	1.0
Cc1ccc(C2SCC(=O)Nc3c2c(=O)[nH]n3C2CCOC(C)(C)C2)cc1 (stereo not drawn)	0.6	-6.3	0.5	-3.0	5.4	3.7	-0.2	-0.7	9.9	4.0
Nc1nc(NC(=O)/C=C/c2ccc(F)cc2)nn1-c1ccccc1	-1.0	?	10.5	-1.6	-2.8	12.2	·	5.4	1.2	0.7
CC(c1ccco1)N(C(=O)C12CC3CC(CC(C)(C3)C1)C2)c1ccccn1 (stereo not drawn)	2.5	-2.2	-0.2	-3.1	-13.1	0.0	2.0	4.3	-4.6	3.7

Four consecutive compounds out of the list so far:
SMILES	Mtb UGM inh	BoNT F protease	Rv3671c inh	FadD28 FP inh	DUSP3 inh	GDH-TPI inh	Mtb BioA inh	CCHFV vOTU inh	MazEF act	Mtb FBA inh
CCOc1ccc(NC(=O)Nc2cc(C)ccc2F)cc1	0.3	2.5	-5.9	-0.2	18.1	10.8	-0.1	1.4	8.1	1.0
Cc1ccc(C2SCC(=O)Nc3c2c(=O)[nH]n3C2CCOC(C)(C)C2)cc1 (stereo not drawn)	0.6	-6.3	0.5	-3.0	5.4	3.7	-0.2	-0.7	9.9	4.0
Nc1nc(NC(=O)/C=C/c2ccc(F)cc2)nn1-c1ccccc1	-1.0	?	10.5	-1.6	-2.8	12.2	·	5.4	1.2	0.7
CC(c1ccco1)N(C(=O)C12CC3CC(CC(C)(C3)C1)C2)c1ccccn1 (stereo not drawn)	2.5	-2.2	-0.2	-3.1	-13.1	0.0	2.0	4.3	-4.6	3.7

(listing goes on)
SMILES	Mtb UGM inh	BoNT F protease	Rv3671c inh	FadD28 FP inh	DUSP3 inh	GDH-TPI inh	Mtb BioA inh	CCHFV vOTU inh	MazEF act	Mtb FBA inh
COC(=O)COc1ccc(C(=O)OC)cc1	-1.6	14.7	-5.3	-0.3	20.7	8.8	0.3	10.7	8.1	3.4
O=C(/C=C/[C@H]1O[C@@H](n2cnc3c(NC(=O)c4ccccc4)ncnc32)[C@H](O)[C@@H]1O)NCCc1ccc(F)cc1	·	1.2	·	-3.4	·	·	2.6	16.1	·	0.0
COc1cc(/C=N/NC(=O)CSc2ccccn2)ccc1O	0.8	·	5.7	-0.1	-3.2	21.9	·	9.1	1.8	6.4
C=CCc1cccc2ccc(=O)oc12	·	37.0*	-1.6	-0.6	-17.6	-0.7	·	-7.5	0.7	0.7
Cc1cc(Cl)ccc1NC(=O)CSc1nnc(-c2ccncc2)n1Cc1ccco1	0.6	8.3	-1.8	-1.2	7.8	0.3	0.6	0.4	7.2	2.7
Cc1ccc(COc2ccsc2C(=O)O)cc1	·	-4.1	·	-2.6	18.8	-10.8	·	-6.6	-1.3	-2.0
COc1cc(/C=N/NC(=O)c2cc(C)oc2C)cc(OC)c1OC	-1.7	0.1	4.0	-0.3	20.9	7.7	·	1.7	-16.1	3.3
CCOC(=O)c1[nH]c2ccc(OCC)cc2c1NC(=O)CN1CCC2(CC1)OCCO2	1.2	-31.5	-3.1	-2.2	-15.9	16.0	-0.1	-19.6	2.0	69.2*
COc1ccccc1CNC(=O)CN1C(=O)NC2(CCCc3ccccc32)C1=O (stereo not drawn)	-2.6	4.2	-3.7	-1.9	·	1.1	-0.2	14.6	-4.6	-0.8
CN1CCN(NC(=O)c2ccc(Br)s2)CC1	1.0	-2.3	-8.9	-2.2	16.6	-6.2	0.6	-5.5	1.4	-1.1
O=c1cc(O)c2c(=O)[nH]c(=O)n(-c3ccccc3)c2[nH]1	-0.5	?	-8.9	0.2	39.8	2.2	-1.6	8.5	12.4	1.7
O=C(COC(=O)c1ccccn1)Nc1nccs1	0.1	-16.6	-6.0	-1.1	14.3	1.8	-1.1	-15.8	10.2	-1.1
COc1ccc(OCC(O)COc2ccc(C(=O)O)cc2)cc1 (stereo not drawn)	-1.1	-6.6	-4.2	-3.7	50.8*	-6.4	1.5	-3.5	10.7	-2.0
Cc1ccc(NS(=O)(=O)c2ccc(C(=O)NCc3ccc(S(N)(=O)=O)cc3)cc2)cc1	1.0	-2.2	-4.6	-4.8	·	-1.7	4.6	-11.8	4.5	-0.8
COc1ccc(C(=O)Nc2ccc(OCC(F)(F)C(F)F)c(C(F)(F)F)c2)cc1OC	-1.4	-32.3	-122.2	-5.0	10.4	3.8	5.5	22.9	-1.8	-0.4
O=C(Nc1nc2n(n1)C(c1ccccc1)CC(c1ccc(Cl)cc1)N2)c1ccco1 (stereo not drawn)	1.4	-10.8	0.3	-7.8	17.3	4.2	7.7	0.0	9.7	1.8
O=[N+]([O-])c1ccc(NN=Cc2cccc(O)c2)nc1	·	-2.6	·	-0.6	·	18.5	0.0	15.0	11.2	-8.1
CCOC(=O)C1=NN(C(=O)Cc2ccccc2)C(O)(c2ccc(Cl)cc2)C1 (stereo not drawn)	1.7	3.1	-5.5	-4.2	1.7	-6.7	1.4	3.2	7.2	-0.2
CCC(Oc1ccccc1)C(=O)Nc1ccccc1N1CCCCC1 (stereo not drawn)	-1.1	-10.2	-2.6	-1.4	24.9	2.2	-0.6	-0.8	-11.3	-3.4
O=C(CN(Cc1ccco1)C(=O)CCC(=O)Nc1nccs1)NCc1ccccc1	0.9	-6.5	-1.5	-2.3	16.1	10.2	-1.1	9.0	-14.6	4.7
CCC(=O)Nc1ccc(Cl)c(NC(=O)c2c(OC)cccc2OC)c1	-0.5	-1.4	0.7	-2.6	-7.7	-2.2	·	5.3	9.2	-4.3
CC(C)N1CC2(CC(c3ccccc3C(F)(F)F)=NO2)CN1C(=O)c1ccco1 (stereo not drawn)	·	-2.1	·	-2.7	·	-7.1	·	5.7	3.0	-2.6
Cc1ccc(NC(=O)COC(=O)CC2CCCC2)cc1Cl	-0.9	3.0	-16.1	-1.2	4.7	4.4	·	·	·	5.4
COc1cccc(/C=N/NC(=O)CNC(=O)c2ccc3c(c2)OCCO3)c1O	-2.0	0.2	7.8	-2.4	27.7	5.9	-1.5	-1.5	3.2	-1.8
CC(=O)N1CCOc2ccc(S(=O)(=O)NC(C)c3ccccc3)cc21 (stereo not drawn)	1.7	4.0	-10.1	-0.1	14.2	2.6	-1.3	15.0	-4.9	0.0
CCOc1ccc(CCNC(=O)c2cc(-c3ccccc3)c(N3CCOCC3)s2)cc1OCC	0.1	3.8	1.3	-3.0	11.4	·	-2.0	17.7	-4.0	·
COc1cc(/C=C2\SC(=S)N(C(C(=O)O)c3ccccc3)C2=O)ccc1O (stereo not drawn)	-11.1	-0.3	-51.0	-4.5	25.3	-9.9	8.7	12.1	-101.4	-16.3
CC1CCN(C(=O)COC(=O)c2cc(Cl)c3c(c2)OCO3)CC1	0.3	6.1	-11.8	-0.4	·	1.4	9.4	16.4	0.3	5.5
C=CC(=O)NCC1OCCc2ccccc21 (stereo not drawn)	-1.3	-2.5	11.1	-1.2	21.7	7.3	-4.0	-1.9	8.9	-1.6
COc1ccc(OCC(=O)N2CCN(C(=O)c3ccc([N+](=O)[O-])cc3)CC2)cc1	2.1	-0.2	-1.5	-3.3	0.9	2.3	·	17.9	2.9	0.8
Cc1cccc(CC(=O)NCCn2c(C)cc3ccccc32)c1	-0.9	-58.4	7.5	-1.4	1.7	6.7	-0.1	7.5	4.6	-2.0
CN1C(=O)/C(=C/c2ccccc2OCc2ccccc2)NC1=S	-1.1	-4.6	-11.9	-2.8	-1.7	0.0	-0.7	-10.0	17.7	-4.7
CCCCCC(=O)Nc1nc(C)c(-c2csc(Nc3ccccc3OCC)n2)s1	0.9	-8.6	-5.9	-2.0	37.3	9.2	-3.2	8.5	-0.1	2.9
COC(=O)c1ccccc1NC(=O)Cn1cc(Br)cn1	1.3	·	-5.2	-1.6	24.9	1.4	-4.3	2.0	0.1	-0.1
Oc1ccc(C=NCCc2ccccc2)cc1	0.3	10.3	-0.6	-1.6	30.8	21.4	0.7	-4.1	3.3	1.9
C=CCN(CC=C)C(=O)CCN1CC1C (stereo not drawn)	·	9.8	·	0.0	·	4.4	-1.3	-15.9	4.7	-3.6
COc1ccc(N2C(=O)CC(NNc3ncc(Cl)cc3Cl)C2=O)cc1 (stereo not drawn)	1.1	-2.6	2.2	2.5	19.0	-1.6	·	-6.0	-11.9	-6.8
COc1ccc(C2C3=C(CCCC3=O)N(CC(=O)O)C3=C2C(=O)CCC3)cc1	-2.7	4.9	1.1	-0.2	-22.7	12.9	-0.8	-81.4	6.3	47.7*
Cc1cccnc1N(C(=O)Nc1cccc(Cl)c1)C1=NCC(C)(C)S1	0.1	-15.9	-4.7	0.4	31.5	6.2	·	-3.3	-7.4	-0.5
CCC12CC3CC(C1)CC(C(=O)NNC(N)=O)(C3)C2	-1.9	4.2	-0.1	-0.5	13.6	12.5	-0.9	-3.3	1.1	0.7
O=c1cc(N2CCC3(CC2)OCCO3)[nH]c(=O)n1-c1ccc(Br)cc1	·	-6.3	·	-3.6	9.4	4.5	0.7	-12.1	-6.4	-1.5

Screening data deposited in PubChem BioAssay by several laboratories.
